# JMJD2A Tudor – inhibitors of human JMJD2A Tudor domain. AlphaScreen JMJD2A-Tudor / H3K4me3 peptide binding. Potency, µM (titrated, usually from 114 µM), for the others: at the highest dose activity change, negative = inhibition, hits mostly inhibitors. 390,000 compounds, 4.4% hits; note: potency is the fitted concentration of half-maximal effect; % is set by controls: 0 for no effect and ±100 for the full control effect; nearly all actives have a fitted effect of over 50% in size
# ALOX12 inh – blocks human arachidonate 12S-lipoxygenase | purified 12hLO, xylenol orange hydroperoxide absorbance | P18054 | 580,000 compounds, 1.1% hits | Potency, µM (doses to about 108 µM), without a hit: top-dose activity change, negative = inhibition, usual class: inhibitors; note: potency is the fitted concentration of half-maximal effect; % is set by controls: 0 for no effect and ±100 for the full control effect
# Target sequence (P18054 whole entry, looked up): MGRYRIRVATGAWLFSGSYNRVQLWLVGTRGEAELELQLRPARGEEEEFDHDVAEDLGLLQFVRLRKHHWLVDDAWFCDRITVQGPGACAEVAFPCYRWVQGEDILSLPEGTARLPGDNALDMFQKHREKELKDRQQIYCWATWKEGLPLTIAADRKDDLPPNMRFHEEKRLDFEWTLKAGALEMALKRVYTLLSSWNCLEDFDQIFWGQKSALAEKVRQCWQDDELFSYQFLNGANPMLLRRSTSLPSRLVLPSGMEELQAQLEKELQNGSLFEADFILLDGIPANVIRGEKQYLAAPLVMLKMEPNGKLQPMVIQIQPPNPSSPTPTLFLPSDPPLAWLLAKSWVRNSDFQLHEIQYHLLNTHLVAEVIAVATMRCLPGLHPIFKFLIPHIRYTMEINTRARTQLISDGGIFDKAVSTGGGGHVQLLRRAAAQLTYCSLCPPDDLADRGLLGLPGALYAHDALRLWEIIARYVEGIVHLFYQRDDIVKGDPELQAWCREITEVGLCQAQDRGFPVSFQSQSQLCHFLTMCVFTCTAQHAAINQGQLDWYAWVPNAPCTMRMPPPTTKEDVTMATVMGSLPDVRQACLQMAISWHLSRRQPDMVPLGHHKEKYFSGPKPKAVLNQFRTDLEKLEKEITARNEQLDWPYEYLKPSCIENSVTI
#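 Purified human 12hLO at 150 nM in 25 mM Hepes, 0.01% Triton X-100, pH 7.0, preincubated 15 min at room temperature with compound. Reaction started with 40 uM arachidonic acid, 30 min at room temperature. Hydroperoxide measured by Fe-xylenol orange, 573/405 nm absorbance ratio.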
# GLS inhibitor – glutaminase GLS (human) inhibition. GLS enzymatic activity, qHTS titration. AID 624170. Potency, µM (series often up to 45.5 µM), inactives show top-dose activity change, negative = inhibition, actives largely listed as inhibitors. O94925. 410,000 compounds, 0.21% hits; note: potency is the fitted concentration of half-maximal effect; % is set by controls: 0 for no effect and ±100 for the full control effect
#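 Compounds were pin-transferred onto hKGA, after which L-glutamine (1 mM solution) and a detection mix of glutamate oxidase, HRP and Amplex Red were added. Initial and 30 min RT fluorescence reads were collected.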
# PI4K2A inh – PI4K2A (human) kinase inhibition. Q9BTU6. purified PI4K2A, ADP-Glo luminescence, 1 h; active compounds read low. activity change, negative = inhibition, % at 76.9 µM. 420,000 compounds, 0.13% hits; in the data active = activity change below about -50%; inconclusive = mostly about -30% to -49%;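 note: -100% = wells without enzyme as full effect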
#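 ADP-Glo luminescence measured ADP generated by PI4K2A enzyme (4 ug/mL before mixing) with 1.2 mM PI substrate (pre-mix) and 300 microM ATP (pre-mix). Tris pH7.5 buffer with MgCl2, Triton X-100; 1 h reaction at ambient temperature.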
# ERG-DNA inh – ERG Ets/DNA interaction inhibition; P11308; fluorescence polarization, His-ERG Ets domain / labelled DNA; Potency, µM (highest dose often 76.9 µM), for the others: at the top dose FP activity, negative = inhibition, actives largely listed as inhibitors; 370,000 compounds, 0.028% hits; active = well fitted inhibition curve with a large enough effect in the polarisation, with a control signal flat; inconclusive = small, poorly fitted or top-dose-only effect, or effect the other way, or a change in a side signal; inactive = no such curve, though single readings can be large or run the other way; the % refers to the polarisation;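 note: polarization taken with two DNA probes labelled with fluorescein and Texas red; potency is the fitted concentration of half-maximal effect; % of control where 0% means no effect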
#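 His-tagged ERG Ets domain (1 uM in the protein solution; 300mM KCl, 50mM Tris-HCl, 1mM EDTA, 1mM DTT, pH 7.5) received compound, then a probe mix of 5 nM fluorescein-DNA and 100nM Texas-615-DNA. Fluorescence polarization was read for both dyes.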
# BAZ2B inh – inhibitors of human BAZ2B bromodomain. 360,000 compounds, 4.4% hits. AlphaScreen BAZ2B-H3K14Ac peptide displacement. Potency, µM (titrated, usually from 114 µM), without a hit: at the highest dose activity change, negative = inhibition, usual class: inhibitors. Q9UIF8; note: potency is the fitted concentration of half-maximal effect; % is set by controls: 0 for no effect and ±100 for the full control effect; nearly all actives have a fitted effect of over 60% in size
#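 BAZ2B 50 nM plus b-H3(5-23)K14Ac 50 nM, PBS pH 7.4/0.01% Tween-20, 30 min RT; compound added (max 110 uM), 30 min RT; streptavidin donor/Ni-chelate acceptor beads 10 ug/mL final, 20 min dark; AlphaScreen read.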
# RGS4 inh – blocks human RGS4-accelerated GTP hydrolysis | P49798 | Transcreener GDP fluorescence polarization, RGS4-accelerated GTP hydrolysis | Potency, µM (titrated, usually from 114 µM), inactives show at the top dose activity change, negative = inhibition, actives largely listed as inhibitors | 390,000 compounds, 0.039% hits | AID 504845; note: potency is the fitted concentration of half-maximal effect; % is set by controls: 0 for no effect and ±100 for the full control effect; nearly all actives have a fitted effect of over 75% in size; some results filed as inactive show a strong effect at the top dose
# Target sequence (P49798 whole entry, looked up): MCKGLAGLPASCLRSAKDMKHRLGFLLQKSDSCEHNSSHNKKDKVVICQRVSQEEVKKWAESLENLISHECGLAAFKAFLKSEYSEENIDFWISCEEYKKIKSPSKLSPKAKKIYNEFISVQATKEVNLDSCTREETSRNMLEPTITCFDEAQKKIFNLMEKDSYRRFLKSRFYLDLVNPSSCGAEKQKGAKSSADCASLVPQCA
#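 MLSMR compounds (23 nl, pin-transferred) preincubated 10 min at room temperature with a 500nM (2x) first reagent, then RGS4 at 900nM (2x) plus Transcreener GDP mix added; fluorescence polarization (620/688 nm) read before and after 90 min at 30 °C.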
# HP1b binding inh – inhibitors of HP1-beta chromodomain binding to methylated histone tails. P83916. 390,000 compounds, 0.56% hits. AlphaScreen HP1-beta / biotin-H3K9me3 peptide binding. Potency, µM (highest dose often 114 µM), for inactives: at the top dose activity change, negative = inhibition, actives largely listed as inhibitors; note: potency is the fitted concentration of half-maximal effect; nearly all actives have a fitted effect of over 70% in size; inactives centre near 23
# Target sequence (P83916 whole entry, looked up): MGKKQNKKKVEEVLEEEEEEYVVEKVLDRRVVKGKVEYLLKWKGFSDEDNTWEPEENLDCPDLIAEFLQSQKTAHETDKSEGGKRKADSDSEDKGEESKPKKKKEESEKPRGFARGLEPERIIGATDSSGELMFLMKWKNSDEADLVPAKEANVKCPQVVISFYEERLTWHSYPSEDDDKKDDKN
#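 AlphaScreen: HP1-beta (50 nM) preformed 30 min with biotin-H3(1-18)K9me3 peptide (50 nM) in PBS pH 7.4, 0.01% Tween-20. Compound added for 30 min at RT, then streptavidin donor/nickel chelate acceptor beads (10 ug/mL) for 30 min.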
# G9a block – inhibitors of human histone lysine methyltransferase G9a | Q96KQ7 | G9a H3K9 monomethylation, AlphaScreen, 2 h | Potency, µM (doses to about 102 µM), inactives show top-dose activity, negative = inhibition, actives largely listed as inhibitors | 350,000 compounds, 8.8% hits; note: potency is the fitted concentration of half-maximal effect; % is set by controls: 0 for no effect and ±100 for the full control effect; nearly all actives have a fitted effect of over 75% in size
#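 G9a (20 nM) was preincubated 15 min with compound, then reacted 2 h at room temperature with 500 nM biotin-H3K9 peptide and 20 µM SAM. Monomethyl-H3K9 detected by AlphaScreen using anti-H3K9me1 antibody.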
# * hit, by the source's call; ? = inconclusive; · = no result given; & = joins results of further samples; [ ] = another dose, or the depositor's remark. Unless noted, calls come from the whole dose curve; as a rule, active = well fitted curve in the direction sought with a large enough effect; inconclusive = small, poorly fitted or top-dose-only effect, or another doubt; inactive = no such curve, though single readings can be large; an effect the other way counts as inactive or inconclusive. Not all compounds are listed; count on the stated rates, not on these rows.
# Start of the data: the first 2 entries, to show the layout:
SMILES,JMJD2A Tudor,ALOX12 inh,GLS inhibitor,PI4K2A inh,ERG-DNA inh,BAZ2B inh,RGS4 inh,HP1b binding inh,G9a block
CCOC(=O)C1CCN(C(=O)CN(c2cc(Cl)ccc2OC)S(=O)(=O)c2ccccc2)CC1,-9%,60%[activator],0%,3,-2%,-14%,-47%,46%[activator],11%
C=C(C)C(=O)N1CC2(CC(c3cccc(NC(=O)CC)c3)=NO2)C[C@H]1C(N)=O (stereo partly specified),-4%,·,-2%,-2,-9%,-28%,10%,36%,-22%[59 µM]

# The list itself, previewed entries included:
SMILES,JMJD2A Tudor,ALOX12 inh,GLS inhibitor,PI4K2A inh,ERG-DNA inh,BAZ2B inh,RGS4 inh,HP1b binding inh,G9a block
CCOC(=O)C1CCN(C(=O)CN(c2cc(Cl)ccc2OC)S(=O)(=O)c2ccccc2)CC1,-9%,60%[activator],0%,3,-2%,-14%,-47%,46%[activator],11%
C=C(C)C(=O)N1CC2(CC(c3cccc(NC(=O)CC)c3)=NO2)C[C@H]1C(N)=O (stereo partly specified),-4%,·,-2%,-2,-9%,-28%,10%,36%,-22%[59 µM]
O=C(NCCc1c[nH]c2ccccc12)/C(=C/c1cccnc1)NC(=O)c1ccccc1,11%[11.4 µM],-7%,6%,-2,-6%,-36%,?,21%,-39%
COC(=O)N/N=C\c1ccc(-c2cc(Cl)c(Cl)cc2Cl)o1,-27%,-8%,-2%,0,-5%,5%,-2%,20%,13%[59 µM]
O=C(O)C1C2C=CC(C2)C1C(=O)Nc1ccc(Cl)c(Cl)c1 (stereo unspecified),6%,0%,2%,2,-7%,-9%,-10%,59%[activator],-6%
CCOC(=O)CNC(=O)N1CCCC(C(=O)c2cc(C)c(OC)c(C)c2)C1 (stereo unspecified),-12%,6%,0%,4,3%,10%,-8%,14%,44%
CCC(=O)N1N=C(c2cccs2)CC1c1ccc(C)cc1 (stereo unspecified),-34%,4%,5%,-4,-4%,14%,?,29%,13%
COc1ccc2oc(=O)c(-c3ccccc3C(=O)N3CCOCC3)cc2c1,5%[57.1 µM],0%,10%,-1,-5%,1%,-10%,12%,?
COc1cc2c(cc1OC)CN(CC(=O)Nc1ccc(C)cc1)CC2,-17%,?,11%,0,8%,-36%,2%,26%,?
Cc1c(C(=O)N2CCCCC2)c(S(=O)(=O)NCc2ccc(N(C)C)cc2)c(C)n1C,?,2%&-4%,34%&33%[activator],2&-1,1%&1%,?,25%[11.4 µM],10%&63%,?
CCCc1sc(N)nc1-c1ccc(C)cc1,?,53%[activator],8%,-4,5%,?,-15%,-36%,56µM*
O=C(NC1CCCCC1)c1cccc(S(=O)(=O)N2CCCCC2)c1,-11%,-5%,-2%,6,6%,0%,-14%,36%,-10%
COc1ccc(S(=O)(=O)NCCCc2ccccc2)cc1,10%,9%,1%,-1,6%,·,2%,43%[activator],·
Cc1ccc2nc(SCc3nnc(-c4cccs4)o3)[nH]c2c1,5%[57.1 µM],13%,3%,-6,-2%,-21%,32%[11.4 µM],22%,?
CCCCNC(=O)C1(N2C(=O)c3ccccc3C2=O)CCCC1,-1%,-3%,-3%,-4,4%,·,28%,13%,·
CCC(c1nnc(SCC(=O)Nc2cccc(S(N)(=O)=O)c2)n1-c1ccc(OC)cc1)N(C)C (stereo unspecified),-12%,-6%,-11%,3,2%,2%,0%,18%,8%
CCN(CCn1cccn1)Cc1ccccc1OCC(O)CN1CCc2ccccc2C1 (stereo unspecified),-17%,-2%,0%,3,6%,-9%,-17%[56.9 µM],53%[activator],·
COc1ccc(/C=N/NC(=S)NCc2ccccc2)cc1OC,-21%,?,26%,-3,·,?,-24%,5%,-3%[59 µM]
Cc1ccc(NC(=O)Nc2cccnc2)cc1Cl,-13%,-8%,2%,-1,-3%,-15%,2%,32%,14%
Cc1nn(-c2cccc([N+](=O)[O-])c2)c(N)c1-c1ccccc1,-31%,-1%,3%,6,0%,-37%,19%,-18%,-29%
O=C(CSc1n[nH]c(-c2ccncc2)n1)Nc1ccccc1,-9%,-5%,0%,-5,-2%,-4%,14%,12%,18%
Cc1cccc(Cn2nnc3c(=O)[nH]c(C4CCN(C(=O)c5ccc(F)cc5)CC4)nc32)c1,-3%,-25%,15%,-3,5%,-6%,-21%,43%[activator],4%[59 µM]
Cc1c(C(=O)NCCSCc2ccccc2Cl)cccc1[N+](=O)[O-],-19%,0%,1%,1,3%,-7%,-1%,14%,7%[59 µM]
Cc1ccc(/C=N/n2nnnc2N)cc1,-5%,?,-3%,-2,-10%,·,1%,4%,·
COC(=O)C1=C(Nc2ccc(OC)cc2)C=C(C)C(C(=O)OC)C1c1ccc(C)cc1 (stereo unspecified),-4%,12%,11%,0,1%,0%,-11%,78%[activator],-32%
CC(C)(C)NS(=O)(=O)c1ccc(NC(=S)NC(=O)C2CCC2)cc1,-10%,?,-5%,-2,-1%,-32%,-37%,27%,·
COc1cc(C(=O)Nc2c(C(=O)O)[nH]c3ccc(Br)cc23)cc(OC)c1OC,-16%,40µM*,-1%,0,-3%,-36%,-24%,37%,?
COc1cccc2cccc(/C=N/n3cnnc3)c12,0%,7%,-10%,1,-12%,-1%,-17%,71%[activator],3%
C=CCn1c(SCC(=O)N(CCO)CCO)nc2sc3c(c2c1=O)CCC3,1%,-3%,-1%,-19,-12%,10%,2%,12%,0%
CCn1c2c(c(=O)n3ncc(C(=O)Nc4ccc(Cl)cc4C)c13)CN(Cc1ccc(OC)cc1)CC2,-26%,?,14%,-3,2%,-21%,-28%,13%[57 µM],-7%[59 µM]
CCOC(=O)c1[nH]c2cc3c(cc2c1NC(=O)CN1CCN(CCO)CC1)OCO3,-2%,206%[activator],-13%,-6,-5%,-21%,-22%,15%,-41%
CCN1/C(=C2\OC(=S)N(C)C2=O)Sc2ccccc21,3%,-4%,-18%,-3,-22%,-6%,-35%,54%,-29%
C=CCNC(=O)c1ccc(N(C)S(=O)(=O)c2ccc(OC)cc2)cc1,-5%,-11%,16%,5,-1%,0%,33%,14%,20%
CSc1snc(SCC(N)=O)c1C#N,-2%,122%[activator],0%,-2,-8%,-4%,-1%,30%,24%[2.33 µM]
CCN(CC)S(=O)(=O)c1ccc2c(c1)nc(SC(C)C(N)=O)n2-c1ccc(OC)cc1 (stereo unspecified),-17%,169%[activator],-1%,-9,16%,-32%,-4%,35%,0%[12.7 µM]
CC(=O)N1CCOCCOCCN(C(C)=O)CCOCCOCC1,8%,-2%,-2%,-5,5%,-17%,4%,17%,12%
Cc1cccc(CC(=O)N2CCN=C2SCc2ccc([N+](=O)[O-])cc2)c1,-23%,-4%,-2%,-3,0%,-26%,-9%,16%,-16%
Cc1ccc(NC(=O)C(=O)NCCN2CCN(S(C)(=O)=O)CC2)cc1C,-6%,-56%,0%,4,5%,2%,14%,40%[activator],2%
COc1cc(C(=O)Nc2cc(Cl)ccc2-n2cncn2)ccc1OC(F)F,-12%,?,3%,1,-14%,-28%,-51%,12%,?
CC(C)(NO)/C(=N/O)c1ccc(Br)cc1,28µM*,?,20%,4,-5%,?,10%,1%,32µM*
N#C/C(=C\c1cccc(NC(=O)c2ccccc2Cl)c1)C(=O)NCCc1ccccc1,-18%,-6%,-4%,14,1%,-4%,-22%,10%,?
CCOc1ccc(Cl)cc1S(=O)(=O)N1CCC(C(=O)NCC2CCCO2)CC1 (stereo unspecified),-3%,-1%,0%,0,14%,5%,31%,-1%,4%
Cc1ccc2nc(SCC(=O)N3CCOCC3)[nH]c2c1,-14%,64%[activator],4%,-1,1%,-5%,-7%,17%,-17%
Cc1cccc(Oc2cc(N)cc([N+](=O)[O-])c2)c1,-33%,?,0%,7,5%,-6%,20%,-6%,-42%[59 µM]
CCCn1ncc(C(=O)NC2CCCN(Cc3ccc(Cl)cc3)C2)c1C (stereo unspecified),-5%,-12%,0%,-5,12%,-11%,22%,40%[activator],1%
COc1cccc(-n2c(-c3ccco3)nc3c(cnn3-c3ccc(Cl)cc3)c2=O)c1,-15%,?,-9%,-3,3%,·,-11%,38%,-22%[59 µM]
O=C(c1ccco1)N1CCN(Cc2ccc(F)cc2Cl)CC1,-12%,0%,1%,4,2%,-37%,-3%,36%,-7%
Cc1ccc(S(=O)(=O)CCC(=O)Nc2nnc(-c3cccs3)o2)cc1,11µM*,6%,0%,0,11%,?,39%,36%[activator],-29%
COc1cc2c(C(=O)N(C)c3cc(Cl)ccc3OC)cn(CC(C)C)c(=O)c2cc1OC,-20%,-20%,-15%,-1,-1%,-5%,-2%,21%,1%[59 µM]
COC(=O)C1=C(C(=O)OC)[C@@H]2Nc3ccccc3[C@@]23C[C@@H](C(=O)OC)N(C(=O)c2cccs2)C3=N1,-24%,-1%,33%[activator],-5,6%,·,-12%,48%,·
COCCOc1ccc(C(F)(F)F)cc1NC(=O)Cc1ccc(S(=O)(=O)N2CCOCC2)s1,-18%,-3%,-9%,0,28%,-5%,-30%,24%,-4%[0.501 µM]
COC(=O)c1ccc(CNCC(=O)Nc2ccc(C(=O)OC)cc2)cc1,-13%,0%,1%,4,-3%,-2%,18%,31%,-35%[59 µM]
O=C(Nc1ccc2oc(-c3cccc4c(Br)cccc34)nc2c1)c1cccc(Cl)c1,-6%,-4%,-7%,-3,3%,3%,-15%,43%[activator],4%[59 µM]
